# Screens: PubChem, several laboratories
# sdo1 growth: restores growth of sdo1-depleted yeast; S. cerevisiae sdo1-depleted JHY4D growth rescue, OD600 30 h; active compounds read high; pdr5 snq2 efflux-pump mutant strain; z-score at 10 µM; 0.21% of 140,000 active;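 active means z-score above 3 at both the 24 hr and the 30 hr optical density reads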;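 further: z-score against mean and SD of all compound wells on the same plate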
# Insulin prom inh: TRM-6 insulin promoter activity inhibition. TRM-6 cells (human fetal islet line), insulin promoter-eGFP reporter, imaging; reporter expression induced with tamoxifen. inhibition, % at 2 µM. 0.9% of 130,000 active. AID 1273;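 active means inhibition above the mean plus 3 SD, with well images judged a real hit on visual review, cut at about 60% in these data, passing the limit was not always enough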
# sdo1 growth Rescue 24 h: second read-out of sdo1 growth, no call of its own (marks repeat the call); z-score; S. cerevisiae sdo1-depleted JHY4D growth rescue, OD600; measured here: growth rescue at 24 h;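 0 is the plate mean of compound wells and units are plate SD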
# Starred values were filed as active, the others as inactive; . = not tested or not shown; & = joins results of further samples. Compounds were not picked by outcome (roughly 0.92% active in at least one column).
sdo1 growth Rescue 24 h	sdo1 growth	Insulin prom inh	smiles
-1.4	-0.8	8	Cc1nc(CC(=O)NNS(=O)(=O)c2ccc(F)c(Cl)c2)cs1
-0.52	0.47	35	CC1Oc2ccccc2N(Cc2ccccc2F)C1=O (configuration not stated)
-0.78	-0.42	.	O=C1CSC(=Nc2ccc(O)cc2)N1c1ccc(O)cc1
.	.	-17	Cc1ccc(-n2ncc3c(NNC(=O)c4ccco4)ncnc32)c(C)c1
0.48	0.15	.	Cc1ccc(S(=O)(=O)N2CCC(C(=O)Nc3nnc(C45CC6CC(CC(C6)C4)C5)s3)CC2)cc1
-0.82	-0.36	.	O=C(CCn1c(=O)[nH]c2ccccc2c1=O)N1CCN(c2cccc(C(F)(F)F)c2)CC1
-1.8	-2.7	33	COc1ccc(CNC(=O)COC(=O)c2cc(-c3cccs3)nc3ccccc23)cc1OC
0.46	1.2	33	O=S(=O)(CCc1ccccc1)N1CCOCC1
0.39	0.47	.	COn1c(SCC(N)=O)nc2ccccc2c1=O
-0.82	-0.31	0	Cc1nn2c(=O)cc(COC(=O)c3ccc(S(=O)(=O)N4CCCCC4)cc3)nc2s1
-1.2	-1.1	31	CN(Cc1c(F)cccc1Cl)c1ccc(S(=O)(=O)N2CCOCC2)cn1
-0.25	-0.45	6	COc1ccc(C2=NN(C(=S)Nc3ccccc3)C(c3ccccc3)C2)cc1 (configuration not stated)
-1.5	-1.4	.	Cc1sc2nc(C3CC3)nc(SCC(=O)N3CCc4ccccc4C3)c2c1C
.	.	33	Cc1cc(Br)cc(C)c1OCC(=O)NNC(=O)CCC(=O)NCc1ccccc1
0.49	1	.	CC1=C(C(=O)Nc2ccccc2C)C(c2ccccc2)NC(=O)N1 (configuration not stated)
-0.17	-0.66	-38	CC(C)Cc1nc2oc3c(Cl)ncnc3c2c2c1CCC2
.	.	-13	CCNC(=O)C(=O)N/N=C/c1cc([N+](=O)[O-])ccc1O
0.64	-0.36	-60	CC(=O)Nc1cccc(NC(=O)CSc2ccc(C(F)(F)F)cc2[N+](=O)[O-])c1
-0.38	-1.4	-17	CCOc1ccc(C(=O)CCc2nc3ccccc3s2)cc1
.	.	-33	CC(NC(=O)CCn1nc(-c2ccc(Cl)cc2)ccc1=O)c1ccccc1 (configuration not stated)
.	.	-57	Cc1cc(C)c(NC(=O)C[N+](C)(C)CC(O)COc2cccc3ccccc23)c(C)c1 (configuration not stated)
0.39	0.17	-160	COc1ccc(S(=O)(=O)NCCC(C)C)cc1OC
-0.68	0.4	26	CC(C)(C)OC(=O)[C@H]1[C@H](c2ccc([N+](=O)[O-])cc2)C2(C(=O)c3ccccc3C2=O)C2c3ccccc3C=NN21 (some centres not stated)
0.17	0.58	24	O=C(N/N=C/c1ccncc1)c1cc2ccccc2o1
0.21	0.33	32	CCOP(=O)(OCC)C(Nc1ccccc1)c1cc(OC)ccc1OC (configuration not stated)
0.91	-0.31	-13	Cc1cc(C(=O)Nc2nc3c(C)cccc3s2)c(C)o1
1.1	0.99	-7	CCN(CC)S(=O)(=O)c1cccc(C(=O)OCC(=O)c2ccc3c(c2)NC(=O)CO3)c1
0.07	0.44	.	CC12CCC(=O)N1C(C(=O)O)Cc1c2[nH]c2ccccc12 (configuration not stated)
0.12	0.26	0	Cc1ccc(C2(C)NC(=O)N(CC(=O)Nc3cc(S(=O)(=O)N4CCOCC4)ccc3C)C2=O)cc1 (configuration not stated)
0.26	0.03	-115	COc1ccc(CN(C(=O)CSc2nnc(-c3ccc(F)cc3)o2)c2ccc(F)cc2)cc1

# Profiles as entered above. Values in the order: sdo1 growth Rescue 24 h | sdo1 growth | Insulin prom inh
# `O=S(=O)(CCc1ccccc1)N1CCOCC1` in the list: 0.46 | 1.2 | 33
# `CC(NC(=O)CCn1nc(-c2ccc(Cl)cc2)ccc1=O)c1ccccc1` (configuration not stated) in the list: . | . | -33
# `CC(C)Cc1nc2oc3c(Cl)ncnc3c2c2c1CCC2` in the list: -0.17 | -0.66 | -38
# `CCNC(=O)C(=O)N/N=C/c1cc([N+](=O)[O-])ccc1O` in the list: . | . | -13
# `O=C(N/N=C/c1ccncc1)c1cc2ccccc2o1` in the list: 0.17 | 0.58 | 24

# Additional structures:
sdo1 growth Rescue 24 h	sdo1 growth	Insulin prom inh	smiles
0.37	0.11	11	CC(C)c1[nH]c(=O)c(C#N)c2c1COC(C)(C)C2
3.7	2.3	.	COc1ccc(CCNC(=O)CC(NS(=O)(=O)c2ccc(NC(C)=O)cc2)C(C)C)cc1OC (configuration not stated)
-0.99	-0.11	-7	COc1ccc2c(CC(=O)Nc3ccc(OC)c(S(=O)(=O)N4CCOCC4)c3)coc2c1
-0.03	0.19	-19	CCCCN1C(=O)CC(Nc2ccc(CC)cc2)C1=O (configuration not stated)
-0.03	-0.5	-12	CSCSC1=C(C#N)C(c2ccc(Cl)cc2)C(C(C)=O)=C(C)N1 (configuration not stated)
-0.73	-0.07	29	COc1ccc(OC)c(NC(=O)COC(=O)c2ccc(S(=O)(=O)N3CCOCC3)cc2)c1
-0.83	-0.81	.	CCOC(=O)Cn1c(=O)oc2cc(S(=O)(=O)Nc3cc(Cl)ccc3OC)ccc21
-0.23	-0.3	18	CCOC(=O)c1c(N)nn(C(C)=O)c1-c1ccccc1
0.31	0.41	-5	S=c1[nH]nc(-c2ccncc2)n1Cc1ccco1
-0.57	0.11	-10	CC1=CC(C)(C)Nc2ccc(OS(=O)(=O)c3ccc(C)cc3)cc21
-1.6	-1.5	33	CC(NC(=O)c1ccc([N+](=O)[O-])cc1[N+](=O)[O-])c1ccc(-c2ccccc2)cc1 (configuration not stated)
1.6	0.7	-100	COc1ccc(CCNS(=O)(=O)c2ccc(S(=O)(=O)N3CCCC3)cc2)cc1OC
0.77	1.3	.	COCCN(CC(=O)NCc1ccc(F)cc1)C(=O)CCC(=O)Nc1ccccn1
-0.2	-0.28	.	Cc1ccc(C)c(NC(=O)c2cccc(Oc3ccc([N+](=O)[O-])cc3Cl)c2)c1
.	.	-15	O=C(c1ccc(CN2CCc3ccccc3C2)cc1)N1CCN(c2ccc(F)cc2)CC1
-0.55	-1.4	46	C=CCOC(=O)C1=C(C)NC(SCC)=C(C#N)C1c1ccc(Cl)cc1 (configuration not stated)
-0.13	-0.53	27	COc1cccc(C(=O)COC(=O)C(C)N2C(=O)C3C4C=CC(C4)C3C2=O)c1 (configuration not stated)
0.3	0.64	.	COCCNC(=O)CN1C(=O)CC(C)(C)S(=O)(=O)c2ccccc21
0.56	0.21	.	Cn1c(Cn2c(=O)sc3ccccc32)nnc1SCC(=O)N1CCCc2ccccc21
-1.3	-1.8	-12	COc1ccc(-c2cn3c(C)c(C(=O)Nc4cc(NC(C)=O)ccc4OC)sc3n2)cc1
3.9	1.1	9	Cc1sc2nc(SCC(=O)c3cccs3)n(Cc3ccco3)c(=O)c2c1C
1.1	2.2	54	COc1ccc(C(C)(C)C)cc1S(=O)(=O)N1CCN(C)CC1
.	.	-35	COc1ccc(CN2CCNC(=O)C2CC(=O)NCc2ccc(C)s2)c(OC)c1 (configuration not stated)
0.83	0.74	-36	O=C(Nc1ccc(N2CCCC2)c(Cl)c1)c1ccccc1[N+](=O)[O-]
.	.	0	Cc1nnc(SCC(=O)N2CCCCCC2)n(N)c1=O
-0.55	0.02	-7	CSc1ccc(Cl)c(C(=O)OCC(=O)N2CCOCC2)c1
-0.33&-0.64	-0.61&-1.5	-17	CCC(C)(C)n1nnnc1CN1CCN(c2nc3ccc(C)cc3cc2C#N)CC1
0.14	0.01	3	CC1=NN(C(=O)c2ccc(C)o2)C(O)(c2ccccc2)C1 (configuration not stated)
0.7	0.8	36	Cc1[nH]c2ccccc2c1C(=O)CN1CCCCC1CCO (configuration not stated)
0.27	0.36	46	COc1c(C)cc(S(=O)(=O)N2CCCC2)c(C)c1C
0.31	0.69	-5	Cn1c(=O)c2c(nc(CN3CCN(c4ccccc4F)CC3)n2CCN2CCOCC2)n(C)c1=O
.	.	6	CCOC(=O)c1ccc(S(=O)(=O)NCCN(CC)CC)cc1
-0.21	0.51	-14	CS(=O)(=O)N(CC(=O)N1CCN(Cc2ccc3c(c2)OCO3)CC1)c1ccc2c(c1)OCO2
.	.	19	CCC1(C)Cc2sc3c(=O)[nH]c(=S)[nH]c3c2CO1 (configuration not stated)
-0.8	-0.51	3	Cc1ccc(NC(=O)N(Cc2ccco2)C(C)c2ccco2)cc1C (configuration not stated)
0.67	1.2	-44	CCOC(=O)c1c(C)[nH]c(=S)c(C#N)c1-c1ccc(Cl)cc1
1.5	1.4	-35	O=C(O)COc1ccc2c(c1)CCCC2
.	.	18	O=C(CNS(=O)(=O)c1ccccc1)Nc1cccc([N+](=O)[O-])c1
-0.04	-0.41	.	O=C(Nc1nc2ccccc2n1CCN1CCCC1)C1CCCCC1
.	.	33	CCN1CCCC1CNS(=O)(=O)c1cccc(C(F)(F)F)c1 (configuration not stated)

# Ordered by the number under sdo1 growth (ascending): some entries from above
sdo1 growth Rescue 24 h	sdo1 growth	Insulin prom inh	smiles
-0.03	-0.5	-12	CSCSC1=C(C#N)C(c2ccc(Cl)cc2)C(C(C)=O)=C(C)N1 (configuration not stated)
0.64	-0.36	-60	CC(=O)Nc1cccc(NC(=O)CSc2ccc(C(F)(F)F)cc2[N+](=O)[O-])c1
-0.73	-0.07	29	COc1ccc(OC)c(NC(=O)COC(=O)c2ccc(S(=O)(=O)N3CCOCC3)cc2)c1

# Next section.
sdo1 growth Rescue 24 h	sdo1 growth	Insulin prom inh	smiles
0.08	0.34	.	O=C(CCc1ccc(CCC(=O)c2cccs2)s1)c1cccs1
-1.8	-2	-82	CN(C(=O)CSc1nc(-c2ccccc2)cn1N)C(c1ccccc1)c1ccccc1
-1	-0.48	.	CCN(CC)c1ccc(C(=O)N2CCN(Cc3ccccc3)CC2)cc1
0.82	0.95	.	COc1ccc2c(c1OC)C(=O)N(c1ccccn1)C2
.	.	-219	CCOC(=O)c1nc2cc3n(c(C)c-2c1C)C(C)C(CC)=C3C (configuration not stated)
-0.56	-0.96	.	COc1ccc(Nc2sc(C(=O)Nc3cccc(Cl)c3)c(N)c2C(=O)Nc2ccccc2OC)cc1
-0.12	-0.1	-19	O=C(CC(c1ccccc1)c1ccccc1O)N1CCCC1 (configuration not stated)
-1.9	-1.9	.	COc1ccc(NC(=O)c2cc(-c3cc(C)cc(C)c3O)n[nH]2)cc1Cl
1.4	1.5	-8	O=C(O)CSCC(=O)Nc1ccc(C2CCCCC2)cc1
-0.6	-0.15	41	NC(=O)CS(=O)(=O)c1nc2ccccc2n1Cc1ccccc1F
0.14	0.2	-14	COC(=O)c1cccc(NC(=O)CN2CCN(Cc3ccccc3)CC2)c1
-1.3	-0.85	37	C=CCNc1nc(C2(C)CC3(CC(C)OC3=O)C(=O)O2)cs1 (configuration not stated)
-1.2	-0.57	.	CCOc1ccc(N2C(=O)c3cccnc3C2Nc2ccc(C)cc2)cc1 (configuration not stated)
-1.4	-1.7	.	Cc1nn(Cc2ccc(Cl)cc2)c(C)c1NC(=O)c1noc2c1CCc1ccccc1-2
0.02	0.37	.	CCOC(=O)c1c(C)c(C(=O)NC(C)COC)c(C)n1CC (configuration not stated)
-0.06	1.4	-8	O=C(CNC(=O)OCc1ccccc1)NCC(=O)N1CCCC1C(=O)OCc1ccccc1 (configuration not stated)
.	.	55	Cc1ccc(NC(=O)COC(=O)CCc2nc3ccccc3c(=O)[nH]2)c(Br)c1
.	.	-107	CCOP(=O)(OCC)c1nc(-c2ccc(Cl)cc2)oc1NCc1ccccc1
.	.	-48	c1ccc(C2CC(c3cccs3)Nc3nnnn32)cc1 (configuration not stated)
-0.92	-0.51	33	Cn1c(COc2ccc3ccccc3c2)nnc1SCC(N)=O
-0.1	-0.85	27	Cc1ccc(C(=O)O/N=C(\N)c2cccnc2)cc1[N+](=O)[O-]
-0.45	-1.1	-25	CC1CCN(C(=S)c2cn(Cc3ccc(F)cc3)c3ccccc23)CC1
-0.86	-0.96	-100	CN1CCc2c1nc1ccccc1c2N=C1CCCN1Cc1ccccc1
0.97	-0.59	.	Cc1cc(C)cc(N2CC(c3nc4ccccc4n3C)CC2=O)c1 (configuration not stated)
-0.64	0.09	-58	COCCn1c(SCc2cccnc2)nnc1-c1ccco1
0.37	-0.25	-28	O=C(Nc1cc(C(F)(F)F)ccc1N1CCOCC1)c1cccc(F)c1
0.16	-0.21	26	COc1ccc(-c2noc(-c3ccc(Cl)cc3[N+](=O)[O-])n2)cc1OC
0	-0.16	23	CC(=O)Nc1ccc2ccccc2c1
-0.04	0.08	.	COCCNc1nnc(SCC(=O)N2CCN(S(=O)(=O)c3ccccc3)CC2)s1
-0.28	0.09	10	COc1ccc(NC(=O)CC2CCCCC2)cc1OC
.	.	-11	Cc1cc2c(cc1C)[n+](C)cn2CC(O)COCC1CC=CCC1 (configuration not stated)
-0.99	-0.62	.	CC1=NN(c2ccc(Cl)cc2)C(=O)C1C(c1cccc(O)c1)c1c(C)[nH]n(-c2ccc(Cl)cc2)c1=O (configuration not stated)
-0.28	0.06	45	O=C(CCn1c(=O)oc2ccccc21)N1CCCCCC1
